# Hsp70 inhibitors: Hsp70 inhibitors, probe displacement, primary screen, biochemical, fluorescence polarization (AID 583); 140,000 compounds, 0.06% hits; displacement, % at 20 µM; hits with a dose series show IC50 in µM; Hsp70 fluorescence polarization probe displacement, mP; higher % means a stronger effect; in the data active = displacement above about 50%;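 note: plate controls were vehicle for no effect and reference ligand for full effect; a part of the inactive calls stands beside numbers as strong as those of hits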
# Rat MKP-3 inhibitors: MKP-3 phosphatase inhibitors, primary screen, biochemical, rat enzyme, in vitro (AID 425) | recombinant MKP-3 phosphatase activity, fluorescence; higher % means a stronger effect | inhibition, % at 20 µM; hits with a dose series show IC50 in µM | 110,000 compounds, 0.17% hits; in the data active = inhibition above about 50%;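 note: plate controls were vehicle for no effect and reference inhibitor for full effect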
# Numbers without * were called inactive; . = not tested or not shown; & = joins results of further samples.
Hsp70 inhibitors	Rat MKP-3 inhibitors	Structure
-2.8%	.	CC1(C)CC(=S)Nc2ccccc2S1
0.2%	-1%	COc1ccc(CCNS(=O)(=O)c2ccc3oc(C(=O)O)c(C)c3c2)cc1OC
-5.5%	.	COc1ccc(-c2nc(-n3c(C)c(C(C)=O)c(C(C)=O)c3C)sc2C)cc1
1.0%	0%	COc1cccc(C(=O)Nc2ccc3c(c2)OCCO3)c1
2.7%	3%	O=C1C2CCCCC2C(=O)N1CN1CCCCC1 (stereo not drawn)
4.6%	.	COc1ccc(NC(=O)CSc2nnc(-c3ccccn3)n2-c2ccccc2)cc1OC
6.1%	-3%	CS(=O)(=O)N1CCN(C(=O)c2ccccc2)C1
-1.1%	6%	CS(=O)(=O)N(Cc1ccccc1)c1ccccc1C(=O)N[C@H]1C[C@@H]2CC[C@H]1C2
-6.9%	3%	COc1ccc(-n2nc3cc(C)c(NC(=O)COc4ccc(Cl)cc4C)cc3n2)cc1
2.1%&-0.3%	0%	CC(C)(C)C1CCc2c(sc(NC(=O)c3cccs3)c2C(N)=O)C1 (stereo not drawn)
-3.8%	.	Cc1cc2ncn(CCOc3ccccc3)c2cc1C
4.4%	-3%	O=C(O)C1CCCCC1C(=O)Nc1ccc(-c2ccccc2)cc1 (stereo not drawn)
-1.8%	4%	Cc1ccc(NC(=O)c2ccc([N+](=O)[O-])cc2NC(=O)c2ccccc2)c(C)c1
7.0%	.	O=C1CCC([N+](=O)[O-])C(c2ccccc2Cl)N1 (stereo not drawn)
0.8%	-7%	O=C(COC(=O)Cc1cccs1)Nc1ccccc1
-0.5%&-1.6%	-10%&-2%	COc1ccc2nnc(-c3ccccc3)n2n1
-0.6%	.	Cc1cc(NC(=O)c2ccccc2Cl)no1
4.6%	.	Cc1cc(NC(=O)CCC(=O)N(CC2CCCO2)C(C(=O)NC2CCCC2)c2cccnc2)no1 (stereo not drawn)
-4.2%	-9%	O=C1C(=O)N(CCCn2ccnc2)C(c2cccnc2)/C1=C(/O)c1ccc(Br)cc1 (stereo not drawn)
-7.5%	2%	O=C(O)c1ccc2c(c1)C(=O)N(c1cccc(C(=O)Nc3cccc(Cl)c3)c1)C2=O
3.4%	-6%	C=C(C)CN(CC)CCC(=O)Nc1ccc(OC)cc1OC
-2.0%	0%	CCN(C1CCCCC1)S(=O)(=O)c1ccc(S(=O)(=O)NCc2ccncc2)cc1
4.6%	0%	COc1ccc(C2C(C(=O)Nc3cc(C)on3)c3ccccc3C(=O)N2C)cc1 (stereo not drawn)
-2.8%	4%	CS(=O)(=O)n1nc(OC(=O)c2cccc3ccccc23)cc1N
35%	.	C/C(=N/NC(=O)c1cc2ccccc2cc1O)C1C(=O)c2ccccc2C1=O
-2.0%	.	CC(C)(C)N1C(=O)c2ccccc2NC(=O)N1Cc1ccccc1
-0.5%&1.2%	5%	O=C(CCN1CCOCC1)Nc1c(-c2ccccc2)c2cc(Br)ccc2[nH]c1=O
-2.8%	-5%	CCCCCCC(=O)N1CCN(c2cc3c(cc2F)c(=O)c(C(=O)O)cn3CC)CC1
3.2%	2%	C=C(C)COc1ccc2c(-c3ccccc3)cc(=O)oc2c1OCC(=C)C
2.3%&-0.4%	4%&3%	c1ccc2cc3[nH]c(CN4CCCCC4)nc3cc2c1

# Laid out differently: 4 of the compounds above
# Below each compound: Hsp70 inhibitors	Rat MKP-3 inhibitors
> O=C(O)C1CCCCC1C(=O)Nc1ccc(-c2ccccc2)cc1 (stereo not drawn)
  4.4%	-3%
> Cc1ccc(NC(=O)c2ccc([N+](=O)[O-])cc2NC(=O)c2ccccc2)c(C)c1
  -1.8%	4%
> O=C1CCC([N+](=O)[O-])C(c2ccccc2Cl)N1 (stereo not drawn)
  7.0%	.
> O=C(COC(=O)Cc1cccs1)Nc1ccccc1
  0.8%	-7%

# (list continues)
Hsp70 inhibitors	Rat MKP-3 inhibitors	Structure
3.5%	-9%	COc1ccc(CCNc2oc(-c3ccccc3OC)nc2C#N)cc1
1.8%	-5%	Cc1nc(SC2CC(=O)N(c3ccccc3)C2=O)nc2c1CCCC2 (stereo not drawn)
2.7%	-7%	O=C(c1cccc2ccccc12)N1CCC(N2CCN(c3ccccc3)CC2)CC1
-1.0%	3%	CCOc1ccc(-n2c(C)cc(C=O)c2C)cc1
-2.8%	1%	O=[N+]([O-])c1cccc(/C=N\N2CCN(c3ccc(Cl)cc3)CC2)c1
-2.0%	-3%	COCCN(CCOC)S(=O)(=O)c1ccc(C(=O)NC2CCN(Cc3ccccc3)CC2)cc1
-0.2%	5%	Cc1ccc(C)c(NCn2nnc3ccccc32)c1
-6.2%	-2%	CCOc1ccccc1C(=O)N(Cc1ccco1)C1CCS(=O)(=O)C1 (stereo not drawn)
-11%	1%	CCOc1cc(Br)cc(/C=C2/SC(=S)N(c3ccccc3)C2=O)c1O
-0.7%	0%	O=C(N/N=C(/C=N/O)c1ccccc1)c1cccc(Br)c1
-4.9%	1%	CCOc1ccc(C(=O)Nc2ccc(OC(F)(F)F)cc2)cc1
8.7%	.	COc1cc(NC(=O)C2CCN(S(=O)(=O)c3cnc[nH]3)CC2)cc(OC)c1OC
0.9%	-13%	CC(C)C1CC(=O)NC(SCC(=O)Nc2ccc(Br)cc2)=C1C#N (stereo not drawn)
1.2%	-2%	CCc1ccc(-c2nc(-c3cc(OC)c(OC)c(OC)c3)no2)cc1
3.9%	4%	CCOC(=O)C1CCN(C(=O)Nc2ccc(OC)c(OC)c2)CC1
-8.7%	8%	CC(C)c1cc(N=NC(=N)N)cc(C(C)C)c1O
7.2%	-16%	CCc1ccc(NC(=O)CN(c2ccc3c(c2)OCO3)S(=O)(=O)c2c(C)noc2C)cc1
4.1%	1%	CCn1c(C(=O)OC)cc2c1ccn2-c1ccc(F)cc1
7.2%	10%	Cc1cc2c(=O)n(CC(=O)NCC(=O)N3CCN(Cc4ccccc4)CC3)cnc2s1
3.6%	4%	CCOC(=O)c1cc(=O)n2[nH]c(-c3ccc(-c4ccccc4)cc3)cc2n1
.	4%	Cc1ccsc1C(=O)Nc1ccc(C(=O)O)cc1
-3.1%	7%	O=C1C=CC(=NS(=O)(=O)c2ccc3ccccc3c2)C=C1
0.4%	-2%	Cc1cc(C(=O)N(Cc2ccccc2)Cc2ccccc2)ccc1[N+](=O)[O-]
2.4%	-1%	O=C1S/C(=C/c2ccccc2)C(=O)N1CN1CCCCC1
-2.5%	-5%	COC(=O)c1cc(NC(=O)c2ccc3ccccc3c2)cc(C(=O)OC)c1
-2.4%	5%	Cc1ccc(NC(=O)/C=C/c2ccc([N+](=O)[O-])cc2)cc1C
3.1%	-11%	COC(=O)CN1C(=O)/C(=C\c2ccc(C)cc2)SC1=S
-5.7%	5%	COc1ccc(/C=C2/SC(=Nc3ccccc3Cl)NC2=O)c2ccccc12
-10%	0%	O=c1[nH]c2ccc(N=Cc3cn(Cc4ccc(Cl)cc4Cl)c4ccccc34)cc2[nH]1
-0.2%	2%	CCOC(=O)COc1ccccc1/C=C1/C(=O)NN(c2ccccc2)C1=O
7.2%	2%	O=C(NCc1ccccn1)c1ccc(/C=N/O)nc1
1.4%	-11%	CCCN(Cc1ccccc1)S(=O)(=O)c1ccc(N2C(=O)CCC2=O)cc1
-6.0%	11%	Cc1cc2nc(-c3ccc(C)c(NC(=O)/C=C/c4ccco4)c3)oc2cc1C
-0.3%	.	CCC(C)C(NC(=O)C(C)NC(=O)CNC(=O)CNC(=O)OCc1ccccc1)C(=O)OC (stereo not drawn)
1.9%	-12%	O=C(CN1CCC(c2nc3ccccc3[nH]2)CC1)NCc1ccc2c(c1)OCO2
0.1%	-11%	COc1ccc(CCN2C(=O)C(O)=C(C(=O)c3ccco3)C2c2cccs2)cc1OC (stereo not drawn)
-1.6%	2%	CCOC(=O)c1cc2cc(Cl)ccc2oc1=O
-1.3%	.	O=C(NCc1ccco1)c1sc2cc(F)ccc2c1Cl
1.2%	-2%	CC(C)Cn1cc(C(=O)NCC2CCCO2)c2c3ccccc3n(C)c2c1=O (stereo not drawn)
3.3%	.	Cc1nn(C2CCS(=O)(=O)C2)c(Cl)c1/C=C/C(=O)OCC(=O)Nc1ccccc1OC(F)F (stereo not drawn)
4.2%	-3%	CCOC(=O)c1cc2cc(OC)ccc2[nH]1
7.8%	.	Cc1ccc(-c2n[nH]c(=S)n2/N=C/C=C\c2ccccc2[N+](=O)[O-])cc1
-3.5%	-3%	COc1cccc(Cn2nnc(C(=O)NCc3ccc(F)cc3)c2N)c1
0.0%	-6%	CCCC(=O)Nc1ccc2c(c1)nc1n2CCSC1
2.6%	.	Cc1ccc(C(=O)NCc2ccco2)cc1S(=O)(=O)Nc1cccc(C)c1C
-5.1%	-2%	c1ccc2cc(CN3CCN(Cc4ccncc4)CC3)ccc2c1
-0.3%	.	C=CCc1c(C)nc(N)[nH]c1=O
-4.7%	-8%	CCOC(=O)C(CCSC)NC(=O)CN (stereo not drawn)
-0.7%	1%	O=[N+]([O-])c1ccc(NS(=O)(=O)c2cccc3cccnc23)cc1
-1.5%	.	CCCn1c(=N)c(C(=O)NC2CCCC2)cc2c(=O)n3cccc(C)c3nc21
-5.8%	.	CCCCSc1nc2sc3c(c2c(=O)[nH]1)CCC3
-1.0%	.	Cn1c(C(=O)OC(C(=O)NCc2ccco2)c2ccncc2)cc2sccc21 (stereo not drawn)
2.5%	18%	O=C(COc1ccccc1[N+](=O)[O-])Nc1ccc2oc(-c3ccccc3F)nc2c1
1.7%	-5%	CC(C)(C)c1ccc(S(=O)(=O)N2CCCCC2C(=O)NCc2ccccn2)cc1 (stereo not drawn)
3.9%	6%	O=C1CC(c2ccc3c(c2)OCO3)CC2=C1C(c1ccc(-c3ccccc3)cc1)Nc1ccccc1N2 (stereo not drawn)
-0.2%	.	CCCOC(=O)c1ccc(NC(=O)Oc2ccccc2)cc1
2.1%	2%	CCCc1nc2ccccc2c2nc(N)nn12
-3.4%	.	CC(C(=O)O)n1c(C(F)(F)F)nc2ccccc21 (stereo not drawn)
3.2%	-5%	Cc1ccc(S(=O)(=O)N2CCN(C(=O)c3c(C)nn(-c4ccccc4)c3Cl)CC2)cc1
-3.9%	-15%	C=CCn1c(Cc2ccc(OCC)cc2)nnc1SCC(N)=O

# (listing goes on)
Hsp70 inhibitors	Rat MKP-3 inhibitors	Structure
-2.2%	0%	COc1cccc(N2CCN(C(=O)c3[nH]c(C)c(C(C)=O)c3C)CC2)c1
-4.0%	3%	COc1ccc2ccccc2c1/C=C1/C(=O)NC(=O)N(c2cccc(Br)c2)C1=O
2.3%	0%	COC(=O)c1cc(NC(=O)c2ccc(-c3cc(Cl)ccc3Cl)o2)cc(C(=O)OC)c1
0.2%	-1%	COC(=O)CN(c1ccc(Br)cc1)S(C)(=O)=O
2.3%	0%	CCn1ncc(C2=NOC(C(=O)Nc3cccnc3)C2)c1C (stereo not drawn)
-3.1%	0%	O=[N+]([O-])c1ccc(/C=N/Nc2ccc(C(F)(F)F)cn2)cc1
-1.7%	2%	COc1cc(C2C(C(=O)c3ccc(C)o3)=C(O)C(=O)N2CCc2ccccc2)ccc1O (stereo not drawn)
-4.7%	4%	Cc1cccc(N(CC(=O)Nc2ccccc2F)S(=O)(=O)c2ccccc2)c1
0.2%	-5%	O=C(c1ccccc1O)N1N=C(c2ccc(Br)cc2)CC1(O)C(F)(F)F (stereo not drawn)
-3.3%&1.8%	-10%&5%	Clc1ccc(-c2nc(NCCN3CCOCC3)c3ccccc3n2)cc1
-1.3%	3%	CCN(CCNC(=O)C1CCN(Cc2nc(-c3cccc(Cl)c3)oc2C)CC1)c1ccccc1
2.2%	1%	COC(=O)c1sccc1NC(=O)/C=C/c1ccc([N+](=O)[O-])cc1
-0.9%	0%	C/C(=N\NC(=O)C1(C)CC1(Br)Br)c1ccc(Br)s1 (stereo not drawn)
-1.6%	.	CCOC(=O)c1cnn(-c2ccccc2)c1-c1ccccc1
2.3%	0%	CCOc1ccc(S(=O)(=O)N(CC(=O)N(CC)CC)c2ccc(C)cc2)cc1
-1.1%	.	CCOc1ccccc1C(=O)OCC(=O)Nc1ncc(C(F)(F)F)cc1Cl
0.3%	-8%	O=C(COC(=O)c1cccs1)NC1CCCCC1
1.3%	-12%	COc1ccc(CCN=CC2=C(O)CCCC2=O)cc1OC
2.8%	.	CCc1cc2c(SCC(=O)c3ccc(Cl)s3)ncnc2s1
11%	-1%	CCC1c2ccc(C)n2CCN1C(=O)Nc1ccccc1OC (stereo not drawn)
3.7%	-2%	CC1CCCN(CCCNC(=O)CCn2nc(-c3ccccc3)ccc2=O)C1 (stereo not drawn)
-0.6%	0%	Cc1ccc(C(NC(N)=O)c2cccc(C)c2)cc1 (stereo not drawn)
-1.7%	.	O=C(Nc1ccc2c(c1)OCO2)c1ccc(Cl)s1
-0.3%	-2%	COc1ccccc1C(=O)NN1C(=O)/C(=C/c2ccc([N+](=O)[O-])cc2)SC1=S
5.1%	-7%	O=C(COC(=O)c1ccco1)NCc1cccs1
-6.1%	-9%	Cc1cccc(OCc2nnc(SCC(=O)N3CCN(C(=O)c4ccco4)CC3)n2C)c1C
1.3%	-3%	O=C(O)CSc1nc2ccc(Cl)cc2[nH]1

# Profiles as entered above. Order of screens: Hsp70 inhibitors | Rat MKP-3 inhibitors
# Profile of `COc1ccc2ccccc2c1/C=C1/C(=O)NC(=O)N(c2cccc(Br)c2)C1=O` : -4.0% | 3%
# Profile of `C/C(=N\NC(=O)C1(C)CC1(Br)Br)c1ccc(Br)s1` (stereo not drawn) : -0.9% | 0%
# Profile of `CCOC(=O)c1cnn(-c2ccccc2)c1-c1ccccc1` : -1.6% | .
# Profile of `Cc1cccc(OCc2nnc(SCC(=O)N3CCN(C(=O)c4ccco4)CC3)n2C)c1C` : -6.1% | -9%
# Profile of `COC(=O)c1cc(NC(=O)c2ccc(-c3cc(Cl)ccc3Cl)o2)cc(C(=O)OC)c1` : 2.3% | 0%

# Screens from PubChem.

# This is a subset. The share of hits here may be higher or lower than overall.
